# From PubChem
# Luc counter = counter-screen: inhibitors of Kinase-Glo firefly luciferase. Kinase-Glo luciferase, ATP luminescence, 8 min. Potency, µM (series often up to 38.3 µM), inactives show top-dose activity change, negative = inhibition, usual class: inhibitors. 200,000 tested, 0.28% active; further: potency means the concentration at half of the fitted maximal effect; on the % scale 0 is the no-effect control and ±100 the full control effect; nearly all actives have a fitted effect of over 60% in size
#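 Kinase-Glo luciferase light output from ATP and luciferin was measured with 10 uM ATP, within the enzyme's linear range. Buffer: 50 mM imidazole pH 7.2, 50 mM KCl, 7 mM MgCl2, 0.01% Tween 20, 0.05% BSA; luminescence read after 8 min at ambient temperature.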
# HTT aggregate = inhibitors of mutant huntingtin aggregate formation in PC12 cells | Potency, µM (titrated, usually from 46.1 µM), inactives show at the highest dose activity change, negative = inhibition, actives largely listed as inhibitors | PC12 HttQ103-GFP aggregates, Acumen cytometry, 40 h | AID 1688 | 220,000 tested, 1.1% active; further: potency means the concentration at half of the fitted maximal effect; on the % scale 0 is the no-effect control and ±100 the full control effect; nearly all actives have a fitted effect of over 60% in size
#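 Multiplexed with ATP-based cell death, this channel scores GFP aggregates in PC12 cells expressing inducible HTTex1-Q103-GFP. Induction used 100 nM tebufenozide; compounds were tested in concentration series.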
# NPSR antag = blocks cAMP signaling of the human neuropeptide S receptor; 220,000 tested, 1% active; Potency, µM (highest dose often 38.3 µM), for the others: at the highest dose activity change, negative = inhibition, most hits filed as inhibitors; Q6W5P4; CHO-NPSR cells, cAMP TR-FRET, antagonist mode; further: potency means the concentration at half of the fitted maximal effect; on the % scale 0 is the no-effect control and ±100 the full control effect; nearly all actives have a fitted effect of over 50% in size; many of its hits are not listed in these tables
# Target sequence (Q6W5P4 whole entry, looked up): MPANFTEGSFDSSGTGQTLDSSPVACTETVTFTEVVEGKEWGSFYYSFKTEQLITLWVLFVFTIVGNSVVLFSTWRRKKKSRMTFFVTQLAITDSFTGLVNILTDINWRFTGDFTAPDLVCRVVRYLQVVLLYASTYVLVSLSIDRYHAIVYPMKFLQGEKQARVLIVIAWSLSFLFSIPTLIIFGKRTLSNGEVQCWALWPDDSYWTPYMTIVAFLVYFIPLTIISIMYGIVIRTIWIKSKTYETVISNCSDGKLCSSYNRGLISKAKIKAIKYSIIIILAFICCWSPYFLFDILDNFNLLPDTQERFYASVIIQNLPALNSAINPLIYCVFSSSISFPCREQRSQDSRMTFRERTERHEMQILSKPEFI
# LMNA splice mod = changes lamin A minigene splicing in HeLa cells; HeLa LMNA splicing GFP/RFP minigene ratio, 48 h; Potency, µM (highest dose often 46.1 µM), without a hit: at the top dose ratio change, negative = inhibition, actives largely listed as inhibitors; 200,000 tested, 0.01% active; active means well fitted inhibition curve with a large enough effect in the signal ratio, with a control signal flat, not every such curve was filed as active; inconclusive means small, poorly fitted or top-dose-only effect, or effect the other way, or a change in a side signal; the % refers to the signal ratio; further: potency means the concentration at half of the fitted maximal effect; on the % scale 0 is the no-effect control and ±100 the full control effect
#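 Read-out is the ratio of GFP to DsRed2 object intensity, acquired by 488 nm laser-scanning cytometry on HeLa lamin A-EGFP minigene reporter cells. Compound incubation 48 hrs at 37 °C in Opti-MEM with 2% FBS; DMSO 0.5% final.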
# IMPase Li cell = IMPase inhibition in cells with lithium potentiation; CHO-M1 cells, IP1 TR-FRET (IP-One), carbachol + lithium; Potency, µM (titrated, usually from 59.4 µM), for the others: top-dose activity, negative = IMPase inhibition, hits mostly inhibitors; 210,000 tested, 0.35% active;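 further: IP1 builds up when IMPase is blocked and the TR-FRET signal falls; potency means the concentration at half of the fitted maximal effect; plate controls were basal vehicle for no effect and high inhibitor control for full effect; nearly all actives have a fitted effect of over 50% in size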
#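 Lithium-sensitised IP1 accumulation assay; M1-expressing CHO cells treated 30 min at 37C with compound. Competitive antibody detection by time-resolved FRET followed a 10 min room-temperature lysis step.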
# CBFb RUNX1 block = blocks binding between human CBF-beta and RUNX1 | AlphaScreen CBFb-His/RUNX1-biotin binding, biochemical | Potency, µM (top dose mostly 59.8 µM), without a hit: at the top dose activity, negative = inhibition, usual class: inhibitors | 230,000 tested, under 10 active; further: % of control where 0% means no effect
# Target sequence (Q01196 whole entry, looked up): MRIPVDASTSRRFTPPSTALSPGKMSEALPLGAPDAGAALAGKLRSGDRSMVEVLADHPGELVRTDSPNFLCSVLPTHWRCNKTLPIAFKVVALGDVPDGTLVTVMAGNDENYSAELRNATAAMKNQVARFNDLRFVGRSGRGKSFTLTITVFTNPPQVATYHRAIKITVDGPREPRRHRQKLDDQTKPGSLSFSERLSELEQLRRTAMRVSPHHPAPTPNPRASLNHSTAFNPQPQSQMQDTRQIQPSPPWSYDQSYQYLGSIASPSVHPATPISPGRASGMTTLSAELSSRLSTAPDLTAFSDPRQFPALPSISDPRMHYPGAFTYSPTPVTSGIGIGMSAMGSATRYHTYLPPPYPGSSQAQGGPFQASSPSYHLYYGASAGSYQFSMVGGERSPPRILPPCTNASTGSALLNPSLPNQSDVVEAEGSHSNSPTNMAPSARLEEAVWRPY
# Target sequence (Q13951 whole entry, looked up): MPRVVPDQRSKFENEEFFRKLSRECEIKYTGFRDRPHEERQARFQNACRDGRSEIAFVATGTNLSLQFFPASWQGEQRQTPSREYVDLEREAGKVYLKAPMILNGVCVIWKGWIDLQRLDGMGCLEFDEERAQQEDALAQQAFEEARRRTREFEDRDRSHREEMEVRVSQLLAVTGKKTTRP
#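 His-tagged CBF-beta and biotinylated RUNX1 (30 nM each) were premixed 20 min at room temperature, exposed to compound for 15 min, then given nickel-chelate and streptavidin AlphaScreen beads (50 ng each). After 90 min, AlphaScreen signal was read.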
# Epigenetic derep = regulators of epigenetic silencing causing reporter derepression in mouse cells. Potency, µM (top dose mostly 53.9 µM), for inactives: at the top dose GFP activation, most hits filed as activators. murine LDR cells, GFP reporter derepression, 30 h. AID 1865. 280,000 tested, 0.2% active; further: potency means the concentration at half of the fitted maximal effect; % of control where 0% means no effect; nearly all actives have a fitted effect of over 60% in size
#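 Derepression of a silenced CMV-GFP reporter in murine LDR cells is scored by enumerating GFP-positive cells with a laser-scanning microplate cytometer after 30 hours of treatment at 37 C.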
# Numbers without * were called inactive; ? = inconclusive; / = no result given; [ ] = remark or other dose. Unless noted, the call rests on the fitted dose curve; in most records, active means well fitted curve in the direction sought with a large enough effect; inconclusive means small, poorly fitted or top-dose-only effect, or another doubt; inactive means no such curve, though single readings can be large; an effect the other way counts as inactive or inconclusive.
SMILES,Luc counter,HTT aggregate,NPSR antag,LMNA splice mod,IMPase Li cell,CBFb RUNX1 block,Epigenetic derep
CC(C)OC(=O)NCCOC(=O)Nc1ccccc1Cl,1%,6%,-5%,/,-6%,1%,1.3%
Cc1cc(C)nc(OC(=O)c2c(Cl)cc(Cl)cc2Cl)n1,-4%,6%,2%,-8%[46 µM],0%,7%,1.3%
COc1ccc(Br)cc1CNC(=O)Nc1cccs1,-4%,-10%,-13%[46.1 µM],4%,40%[activator][38.3 µM],-1%,-1.0%
O=C(Nc1ccc(NC(=O)C2CCCCC2)cn1)c1ccco1,/,3%,-18%[46.1 µM],2%,/,3%,-3.3%
CCOC(=O)CN(C(=O)CSc1nnc(CNc2ccc(C)cc2C)o1)c1ccccc1,1%,-6%,-20%[46.1 µM],-4%,-4%[38.3 µM],-11%,0.8%
CC(=O)Oc1ccc(OC(C)=O)c(SCCCCCCl)c1,-1%,?,-1%,?,23%,6%,0.0%
Cc1cn(C2C=CC(CO)O2)c(=O)[nH]c1=O (stereo not drawn),-1%,1%,19%,-6%,4%,-6%,-1.0%
O=C(C[n+]1ccccc1)N/N=C/c1ccc(F)cc1,5%,13%,9%,4%[46 µM],13%,-1%,-4.2%
Cc1ccc(CCNC(=O)C2CCCN(S(=O)(=O)c3cccs3)C2)cc1 (stereo not drawn),-2%,?,-11%[46.1 µM],-1%,22%[38.3 µM],0%,-1.0%
CCCn1c(Nc2ccccc2)nc2ccccc21,19%,8%,11%[46.1 µM],-4%,60%[activator][38.3 µM],-1%,0.0%

# 5 of the compounds above, tab-delimited:
canonical_smiles	Luc counter	HTT aggregate	NPSR antag	LMNA splice mod	IMPase Li cell	CBFb RUNX1 block	Epigenetic derep
CC(=O)Oc1ccc(OC(C)=O)c(SCCCCCCl)c1	-1%	?	-1%	?	23%	6%	0.0%
CCCn1c(Nc2ccccc2)nc2ccccc21	19%	8%	11%[46.1 µM]	-4%	60%[activator][38.3 µM]	-1%	0.0%
O=C(Nc1ccc(NC(=O)C2CCCCC2)cn1)c1ccco1	/	3%	-18%[46.1 µM]	2%	/	3%	-3.3%
O=C(C[n+]1ccccc1)N/N=C/c1ccc(F)cc1	5%	13%	9%	4%[46 µM]	13%	-1%	-4.2%
CC(C)OC(=O)NCCOC(=O)Nc1ccccc1Cl	1%	6%	-5%	/	-6%	1%	1.3%

# (next part)
SMILES,Luc counter,HTT aggregate,NPSR antag,LMNA splice mod,IMPase Li cell,CBFb RUNX1 block,Epigenetic derep
Cc1c(C(=O)NC(C)CCc2ccccc2)cccc1[N+](=O)[O-] (stereo not drawn),-7%,-2%,1%[46.1 µM],15%,9%[38.3 µM],-5%,-2.5%
O=C(Nc1ccc(N2CCOCC2)cc1)c1ccc(-c2ccccc2[N+](=O)[O-])o1,-2%,-9%,3%,?,12%,?,-1.7%
COc1ccc(NC(C)C(=O)N/N=C/c2ccc([N+](=O)[O-])s2)cc1 (stereo not drawn),5%,?,-12%,?,5%,-14%,-1.9%
CC(C)(C)C(=O)Nc1sc2c(c1C#N)CCC2,-2%,-3%,2%,-8%[46 µM],-6%,6%,-2.9%
CCc1nnc(NS(=O)(=O)c2ccc(Nc3ccc4nonc4c3[N+](=O)[O-])cc2)s1,2%,19%[9.22 µM],12%,/,1%,1%,0.5%
CC(=O)Nc1ccc2c(c1)nc1n2CCN(C(C)c2ccccc2)C1 (stereo not drawn),-4%,10%[9.22 µM],-7%,-8%[46 µM],7%,-9%,-1.3%
O=C(c1n[nH]c(=O)c2ccccc12)N1CCN(C2c3ccccc3-c3ccccc32)CC1,5%,-29%,-10%[46.1 µM],-9%,0%[38.3 µM],-7%,-1.1%
OC(CN1C2=NCCN2c2ccccc21)c1ccccc1 (stereo not drawn),1%,5%,7%[46.1 µM],?,-2%[38.3 µM],3%,-1.0%
C/C(=N\Nc1nc2ccccc2[nH]1)c1cc2ccccc2o1,-24%,-32%,?,-15%,10%,-6%,3.0%
CC(C)[C@H](NC(=O)c1ccccc1)C(=O)OCC(=O)c1ccc2c(c1)NC(=O)CO2,0%,4%,-13%[46.1 µM],-10%,26%[38.3 µM],5%,0.1%
COc1ccc(C)cc1NC(=S)NN1CCN(C)CC1,2%,-8%,9%,/,-1%,8%,2.3%
Cc1c(C(N)=O)sc2ncn(CC(=O)OC(C)C)c(=O)c12,-4%,20%,4%[46.1 µM],20%,2%[38.3 µM],1%,2.4%
COc1ccccc1Nc1nc(N)nc(CN2CCN(c3ccccc3F)CC2)n1,0%,5%,-19%[46.1 µM],-10%,32%[activator][38.3 µM],-4%,11%
CN(C(=O)CSc1nnc(-c2ccncc2)n1C)C1CCS(=O)(=O)C1 (stereo not drawn),-4%,5%,1%[46.1 µM],6%,-15%[38.3 µM],-1%,-2.0%
Cc1cc(Nc2ccccc2)nn1C(=O)c1ccc(Br)cc1,0%,11%,-16%[46.1 µM],-1%,23%[38.3 µM],11%,0.7%
COc1ccc(N2Cc3cccc(C(=O)N4CCOCC4)c3C2=O)cc1,7%,1%[9.22 µM],-10%[46.1 µM],15%,22%[38.3 µM],-4%,2.8%
COc1ccc(C(=O)N2CC3(C)CC2CC(C)(C)C3)cc1 (stereo not drawn),-2%,?,8%[46.1 µM],1%,-2%[38.3 µM],-1%,-0.7%
Cc1ccc(/C([O-])=C(/C(=S)NCc2ccco2)[n+]2ccccc2)cc1[N+](=O)[O-],-3%,-5%,-13%,2%[46 µM],6%,2%,-0.5%
S=C(NCC1CCCO1)NC1CC1 (stereo not drawn),0%,19%,10%,0%[46 µM],-2%,4%,-0.2%
CCCCOc1ccc(C(=O)N/N=C/c2cn[nH]c2-c2ccc(OC)c(OC)c2)cc1,0%,6%,-8%,-2%,18%,-14%,-0.8%
COc1ccc(C(=O)NCC23C=CC(O2)C2C(=O)N(Cc4ccccc4)C(=O)C23)cc1 (stereo not drawn),0%,12%,-8%[46.1 µM],-13%,2%[38.3 µM],5%,0.3%
CC(=O)NCCOc1ccc(C(=O)O)cc1,0%,16%,-3%[46.1 µM],3%,3%[38.3 µM],-2%,-1.0%
Cn1ccnc1SCC(=O)c1c[nH]c2ccccc12,-23%,-4%,3%,-14%[46 µM],-2%,7%,0.0%
COc1ccc(CCNc2nc3c(c(=O)n(C)c(=O)n3C)n2C)cc1OC,4%,-24%,-2%[46.1 µM],-2%,25%[38.3 µM],8%,0.0%
CCN(c1ccccc1)S(=O)(=O)c1cc(C(=O)Oc2ccc3c(C)cc(=O)oc3c2)ccc1C,-2%,-16%,1%,-9%,0%,5%,-0.9%
Cc1ccc(OCc2ccc(C#N)cc2)c(C(=O)c2cc(C#N)c(=O)n(C3CC3)c2)c1,/,29%,?,-4%,/,-5%,-0.9%
O=C(NCCN1C(=O)C2C3C=CC(C3)C2C1=O)Nc1ccccc1O (stereo not drawn),0%,4%,4%[46.1 µM],4%,-3%[38.3 µM],3%,-2.7%
Cc1csc(C(=O)O)c1NC(=O)c1cccc([N+](=O)[O-])c1,-1%,12%,14%,/,-1%,1%,0.9%
O=C(O)CCCC(=O)NCCCc1ccccc1,0%,17%,-9%[46.1 µM],10%,-1%[38.3 µM],1%,1.7%
CC(=O)c1cccc(NC(=O)N2CCCC2C(=O)Nc2cc(C)ccc2C)c1 (stereo not drawn),-1%,4%,-13%[46.1 µM],9%,-9%[38.3 µM],3%,-0.3%
O=C1CSC(c2cccnc2)N1c1ccc(Cl)cc1 (stereo not drawn),-1%,-22%,11%,6%[46 µM],-3%,5%,-1.7%
CC(=O)NC1(c2ccccc2)CCN(Cc2nnnn2C(C)(C)C)CC1,1%,-16%,-8%[46.1 µM],11%,15%[38.3 µM],5%,0.0%
COC(=O)c1ccc(Oc2cc(C)nc(SC)n2)cc1,2%,15%,?,?,8%[38.3 µM],-2%,-1.9%
NC(=O)c1ccc(NC(=O)C2CC2)cc1,3%,?,12%,2%[46 µM],0%,1%,-1.1%
CCOC(=O)[C@@H]1C(c2c(OC)cc(OC)cc2OC)=NO[C@@H]1C(=O)OCC,1%,-22%,6%,-2%,-2%,-2%,-1.0%
CNC(=O)c1cc2cc(Cc3ccccc3Cl)ccc2oc1=O,-2%,11%,-36%,/,6%,-4%,1.1%
Cc1ccc(-n2ncc3c(=O)[nH]c(SCC(=O)N4CCCC4)nc32)cc1C,2%,17%,-14%,6%,-2%,2%[2.36 µM],1.7%
CN(CCc1ccccn1)C(=O)CN(C)S(=O)(=O)c1ccc2c(c1)c(=O)n(C)c(=O)n2C,1%,8%,1%[46.1 µM],5%,14%[38.3 µM],1%,-2.1%
O=C(NC(=S)Nc1cccc(NC(=S)NC(=O)c2ccco2)n1)c1ccco1,2%,?,-41%,/,?,1%,0.3%
Cc1cc2c(N3CCCCC3C)ncnc2s1 (stereo not drawn),2%,?,-5%[46.1 µM],?,-3%,-2%,-1.8%
Cc1cccn2c(=O)c(/C=C(\C#N)C(N)=O)c(N3CCN(Cc4ccc5c(c4)OCO5)CC3)nc12,-1%,24%,-3%,-13%,29%,-8%,-1.0%
CCN(CC)c1ccc(/C=C(\C#N)c2ccccn2)cc1,-11%,?,-15%,?,13%,13%,18µM*
CCOC1OC(=O)C(Cl)=C1Nc1ccc(C)cc1C (stereo not drawn),2%,-1%,6%,-10%,1%,5%,-1.1%
Cc1cs/c(=N\N=C\c2ccccc2)n1Cc1ccco1,1%,4%,-11%[46.1 µM],?,5%,?,1.3%
CN1CC(c2ccc(C#N)cc2)C2(COc3ccccc3C2=O)C12C(=O)Nc1ccccc12 (stereo not drawn),0%,-2%,?,5%,7%[38.3 µM],-8%,0.0%
CC(C)CCN1C(=O)c2ccc(C(=O)OCn3nnc4ccccc4c3=O)cc2C1=O,5%,-4%,-18%[46.1 µM],9%,2%[38.3 µM],4%,-1.1%
CCC(=O)N1CCN(c2ccc(Cl)cc2NC(=O)Cc2ccc(Cl)cc2)CC1,3%,-23%,?,-1%,15%[38.3 µM],4%,?
Cc1nc(N2CCN(c3ccccc3)CC2)[nH]c(=O)c1CCC(C)C,-3%,4%,3%,12%[46 µM],-3%,11%,-1.5%

# Epigenetic derep: entries above that show a hit.
molecule | NPSR antag | LMNA splice mod | CBFb RUNX1 block | Epigenetic derep
CCN(CC)c1ccc(/C=C(\C#N)c2ccccn2)cc1 | -15% | ? | 13% | 18µM*

# These rows are one share of the data. The share of hits here may be higher or lower than overall.
